# Bioassay records from PubChem BioAssay.
# LYP phosphatase = PTPN22 lymphoid phosphatase activity blockers – biochemical, fluorescence intensity, uHTS (AID 1779); inhibition, % at 11.5 µM; hits with a dose series show IC50 in µM; hit rate 0.054% among 290,000; recombinant LYP phosphatase, fluorescence intensity; higher % means a stronger effect; in the data active = inhibition above about 50%;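 also: plate controls were vehicle with enzyme for no effect and no enzyme for full effect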
# RSV CPE inhibition = inhibition of RSV-induced cytopathic effect – HEp-2 cells, primary 10 µM value included (AID 2391); CPE inhibition, % at 10 µM; hits with a dose series show IC50 in µM; HEp-2 cells, RSV-induced CPE inhibition; higher % means a stronger effect; hit rate 0.13% among 310,000; in the data active = a potency from the dose series; also: strong numbers were not always called active
# UTI89 phage lysis = inhibition of K1F phage lysis, E. coli UTI89, bacterial capsule biogenesis inhibitors, alamar blue (AID 488966) | E. coli UTI89 K1F phage lysis, alamar blue, 2 h; higher % means a stronger effect | hit rate 0.02% among 340,000 | inhibition, % at 100 µM; hits with a dose series show IC50 in µM;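 active = phage lysis inhibition, versus mean bacterial control, above a set limit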;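 also: capsule biogenesis inhibitors block K1F phage lysis so surviving cells raise fluorescence; higher fluorescence means more inhibition of phage lysis; actives were called in the ten point dose series up to 300 µM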
# AID2073 = disruptors of CaV2.2 binding to Mint1 – biochemical, HTRF (AID 2073). HTRF protein-protein interaction, Mint1-CaV2.2; higher % means a stronger effect. hit rate 0.19% among 290,000. inhibition, % at 20 µM; hits with a dose series show IC50 in µM; in the data active = inhibition mostly above about 51%, no sharp cut-off; also: some results filed as inactive read as strong as hits
# Autophagy HCS = alters autophagy in cells; MEF GFP-LC3 puncta imaging; test concentration mostly 10 µM; calls only at 10 µM (by protocol); hit rate 0.98% among 190,000; AID 463193;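 active = percentage of spot-positive cells more than 3 SD above its plate mean, without a fluorescence outlier flag or 80% toxicity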;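 also: spot-positive cell cutoff set from DMSO-treated cells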
# NTR1 agonist = agonists of NTR1, primary screen, imaging, U2OS cells, beta-arrestin-GFP, high content (AID 493036) | P30989 | hit rate 0.17% among 330,000 | activation, % at 20 µM | NTR1-U2OS beta-arrestin-GFP spot imaging, agonist mode;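 active = activation at or above 40% of the spot to cytoplasm intensity ratio, with at least 20 cells analyzed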;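 also: 0% = DMSO without peptide and 100% = 100 nM NTR1 peptide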
# Target sequence (P30989 whole entry, looked up): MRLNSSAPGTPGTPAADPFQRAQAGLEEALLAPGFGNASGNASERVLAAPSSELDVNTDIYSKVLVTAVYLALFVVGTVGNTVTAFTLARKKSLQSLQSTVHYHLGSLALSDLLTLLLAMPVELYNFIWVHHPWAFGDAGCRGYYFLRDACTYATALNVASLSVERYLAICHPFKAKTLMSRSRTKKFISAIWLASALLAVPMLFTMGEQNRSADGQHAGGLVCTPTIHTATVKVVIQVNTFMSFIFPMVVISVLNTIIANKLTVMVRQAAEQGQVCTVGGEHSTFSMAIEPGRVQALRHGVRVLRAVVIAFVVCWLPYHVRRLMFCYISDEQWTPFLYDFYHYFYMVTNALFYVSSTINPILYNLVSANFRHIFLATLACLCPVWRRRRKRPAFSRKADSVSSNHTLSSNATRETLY
# GPR35 arrestin U2OS = inhibition of zaprinast-stimulated GPR35 beta-arrestin translocation – imaging, U2OS, beta-arrestin-GFP, zaprinast agonist, primary screen (AID 2058). U2OS GPR35 beta-arrestin-GFP translocation imaging, zaprinast antagonism; higher % means a stronger effect. one-dose inhibition, % at 10 µM; IC50 in µM for titrated hits. hit rate 0.052% among 290,000;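 active = inhibition of at least 50% with at least 30 cells and total cytoplasm GFP at most 10,000,000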
# NS5 inhibitors = Dengue-2 NS5 methyltransferase inhibitors, primary screen, biochemical, confirmation dose response (AID 588689); Dengue-2 NS5 methyltransferase capping enzyme assay, biochemical; higher % means a stronger effect; inhibition, % at 25 µM; hits with a dose series show IC50 in µM; hit rate 0.3% among 340,000; in the data active = a potency from the dose series
# WT yeast gro inh = growth inhibition of WT yeast, mitochondrial fusion screen; mitochondrial fusion phenotypic screen, WT strain; hit rate 2.1% among 190,000; inhibition, % at 10 µM; AID 1362; in the data active = inhibition above about 58%; tested in S. cerevisiae
# WT yeast gro inh mutant strain = recorded beside WT yeast gro inh, whose call it bears; inhibition, %; mitochondrial fusion phenotypic screen, mutant strain inhibition
# Autophagy HCS cell loss 18 h = second read-out of Autophagy HCS, no call of its own (marks repeat the call); toxicity, %; measured here: cell loss, nuclei count;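 cell loss after 18 h compound exposure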
# NTR1 agonist cell count 20 µM = second read-out of NTR1 agonist, no call of its own (marks repeat the call); cell count; measured here: cell count, cytotoxicity flag
# * hit, by the source's call; i = inactive; . = not tested or not shown; [ ] = another dose, or the depositor's remark. Not a hit list. Share with any hit: about 2.6%.
[1] CCOc1ccc(N2C(=O)c3cccnc3C2=O)cc1
[2] CCOCCCN1CC(C(=O)NCCc2ccc(C)cc2)CC1=O (centres undefined)
[3] Cc1ccc(N2CC(C(=O)Nc3nnc(SCC(=O)Nc4nc(C)cs4)s3)CC2=O)cc1 (centres undefined)
[4] CN1CCC(N(C)C(=O)/C(C#N)=C/c2ccccc2)CC1
[5] CCOc1ccc(NC(=S)N2CCC(NC(=O)c3ccco3)CC2)cc1
[6] Cc1ccc2nc(-c3ccc(Br)o3)oc(=O)c2c1
[7] CN(C)c1c2ccccc2nc2c(F)c(F)c(F)c(F)c12
[8] O=[N+]([O-])c1cnc(Nc2ccccc2)nc1Nc1ccccc1
[9] CC(C)C(=O)N1CCN(c2nc(-c3ccccc3)c3c(c2C#N)CCCC3)CC1
[10] Cc1cc(C(=O)COC(=O)CN=C2NS(=O)(=O)c3ccccc32)c(C)n1CCc1ccc(Cl)cc1
compound no.	1	2	3	4	5	6	7	8	9	10
LYP phosphatase	-6%	-1%	-11%	-7%	-7%	2%	-11%	-10%	-2%	4%
RSV CPE inhibition	0.4%	0.3%	0.3%	0.1%	0.5%	0.4%	9.7%	1.5%	7.5%	5.0%
UTI89 phage lysis	0.4%	-0.1%	1.0%[50 µM]	-1.8%[50 µM]	-0.1%	0.5%	1.2%	0.4%	-0.1%	1.5%[50 µM]
AID2073	4%	-2%	2%	8%	-10%	-9%	15%	12%	4%	15%
Autophagy HCS	i	i	i	.	.	i	i	.	i	i
Autophagy HCS cell loss 18 h	22	0	8	.	.	-2	15	.	-9	1
NTR1 agonist	-1.3	-0.8	-0.5	.	0.7	3.8	7.6	0.5	11	3.5
NTR1 agonist cell count 20 µM	44	46	68	.	50	59	34	100	87	75
GPR35 arrestin U2OS	-7%	3%	-3%	8%	-16%	-11%	-19%	-10%	0%	-4%
NS5 inhibitors	-5%	1%	-6%	-3%	-11%	-18%	8%	-5%	-5%	0%
WT yeast gro inh	-11	-6	-9	.	.	8	20	.	18	-10
WT yeast gro inh mutant strain	12	4	-5	.	.	-3	42	.	38	-12

[11] Cc1c(C(=O)N2CCc3ccccc32)oc2ccccc12
[12] CCn1cc(C(=O)NCC2CCCO2)c2cc(OC)c(OC)cc2c1=O (centres undefined)
[13] CN1C(=O)C(=C2CCCCCC2)SC1=S
[14] CC(=O)N/N=C(\C)c1ccc2c(c1)OCCO2
[15] CCCNC(=O)CCn1nc(-c2ccccc2)c2ccccc2c1=O
[16] Cc1noc(C)c1CSc1nnc(-c2ccccc2)n1Cc1ccco1
[17] COc1ccc(OC)c(/C=C/C(=O)N2CCN(S(=O)(=O)c3cc(C)ccc3C)CC2)c1
[18] Cc1ccc(N(C(=O)CNC(=O)c2ccco2)C(C(=O)NC2CCCC2)c2cccnc2)cc1C (centres undefined)
[19] CC(=O)c1cccc(CN2CCC(CO)(CCCc3ccccc3)CC2)c1
[20] CCOC(=O)c1oc2ccccc2c1COC(=O)CNC(=O)c1ccccc1OC
compound no.	11	12	13	14	15	16	17	18	19	20
LYP phosphatase	0%	-6%	-9%	-5%	-3%	-1%	.	0%	-7%	.
RSV CPE inhibition	2.5%	1.3%	0.7%	0.8%	-0.8%	1.0%	3.0%	0.4%	-2.8%	-2.8%
UTI89 phage lysis	2.5%[50 µM]	0.2%	-0.5%	0.0%	0.1%	-0.5%	-0.7%[50 µM]	4.4%	0.2%	0.3%[50 µM]
AID2073	0%	-4%	-6%	-7%	-1%	-6%	.	24%	5%	.
Autophagy HCS	i	i	i	i	.	i	.	i	i	.
Autophagy HCS cell loss 18 h	-7	1	-10	3	.	-4	.	-3	-32	.
NTR1 agonist	.	1.2	1.9	2.8	-0.1	-0.8	6.4	-2.3	0.9	-0.8
NTR1 agonist cell count 20 µM	.	75	36	76	48	39	54	45	58	54
GPR35 arrestin U2OS	-13%	-6%	10%	3%	-6%	4%	.	3%	-12%	.
NS5 inhibitors	-10%	5%	9%	-9%	0%	-1%	-8%	-1%	-3%	1%
WT yeast gro inh	32	6	-10	-9	.	5	.	-13	-8	.
WT yeast gro inh mutant strain	9	-12	-1	8	.	-2	.	-11	0	.

# Retrieved one by one from the entries so far, four records:
[16] Cc1noc(C)c1CSc1nnc(-c2ccccc2)n1Cc1ccco1
[19] CC(=O)c1cccc(CN2CCC(CO)(CCCc3ccccc3)CC2)c1
[17] COc1ccc(OC)c(/C=C/C(=O)N2CCN(S(=O)(=O)c3cc(C)ccc3C)CC2)c1
[13] CN1C(=O)C(=C2CCCCCC2)SC1=S
compound no.	16	19	17	13
LYP phosphatase	-1%	-7%	.	-9%
RSV CPE inhibition	1.0%	-2.8%	3.0%	0.7%
UTI89 phage lysis	-0.5%	0.2%	-0.7%[50 µM]	-0.5%
AID2073	-6%	5%	.	-6%
Autophagy HCS	i	i	.	i
Autophagy HCS cell loss 18 h	-4	-32	.	-10
NTR1 agonist	-0.8	0.9	6.4	1.9
NTR1 agonist cell count 20 µM	39	58	54	36
GPR35 arrestin U2OS	4%	-12%	.	10%
NS5 inhibitors	-1%	-3%	-8%	9%
WT yeast gro inh	5	-8	.	-10
WT yeast gro inh mutant strain	-2	0	.	-1

# (next part)
[21] Cc1ccc(S(=O)(=O)N2CCOC2CNC(=O)C(=O)NCc2ccncc2)cc1 (centres undefined)
[22] Cc1[nH]nc2nc(SCC(=O)NCC3CCCO3)n(-c3ccc(Br)cc3)c(=N)c12 (centres undefined)
[23] CN(C(=O)CSc1ncccc1C(=O)O)c1ccccc1
[24] COCCNC(=O)c1ccccc1NC(=O)c1ccccc1N(C)S(=O)(=O)c1ccccc1
compound no.	21	22	23	24
LYP phosphatase	-5%	-6%	-6%	-6%
RSV CPE inhibition	-0.6%	5.0%	0.5%	2.7%
UTI89 phage lysis	0.2%	-0.8%[50 µM]	2.3%	3.3%[50 µM]
AID2073	-2%	3%	0%	-4%
Autophagy HCS	.	i	i	i
Autophagy HCS cell loss 18 h	.	4	11	-1
NTR1 agonist	0.2	4.1	-0.2	-0.6
NTR1 agonist cell count 20 µM	58	51	83	62
GPR35 arrestin U2OS	-5%	-2%	-2%	1%
NS5 inhibitors	-5%	-1%	0%	-1%
WT yeast gro inh	.	-5	-15	6
WT yeast gro inh mutant strain	.	4	-5	-5
